Jurkat NFkB inh: lowers PMA/ionomycin-induced NF-kB signal in Jurkat cells. PMA/ionomycin-induced NF-kB luciferase reporter, luminescence. inhibition, % at 4 µM. 330,000 tested, 0.53% active. AID 435003; in the data active means inhibition above about 50%
697 NFkB inh: lowers PMA/ionomycin-induced NF-kB signal in 697 B cells | AID 435022 | 697 B-cell NF-kB luciferase reporter, 16 h | 330,000 tested, 0.33% active | inhibition, % at 4 µM; in the data active means inhibition above about 35%
tim23-1 inh: growth inhibitors of tim23-1 mutant yeast. S. cerevisiae tim23-1 growth, BacTiter-Glo luminescence, 24 h. inhibition, % at 20 µM. 330,000 tested, 1.3% active;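 active means growth inhibition of the mutant yeast at or above 50%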;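 further: temperature-sensitive mutant grown at 25 °C; plate controls were DMSO-treated mutant yeast for no effect and medium wells lacking yeast for full effect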
APJ agonist: activates the human apelin receptor APJ | P35414 | CHO-K1 APJ PathHunter beta-arrestin, luminescence; 0% DMSO wells, 100% apelin | 330,000 tested, 0.11% active | activation, % at 20 µM;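 active means activation more than six SD over the plate average, tested at 20 µM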;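 further: 0% = DMSO alone and 100% = apelin-13 at 10 nM; some results filed as inactive read as strong as hits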
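Assay system: CHO-K1 APJ beta-arrestin complementation cell line / Compound: single test compound dose, 20 µM final, 1% DMSO / Times: overnight seeding, 90 min compound at 25 °C, 1 h detection / Technique: beta-gal luminescence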
UPR XBP1 act: activators of adaptive arm of unfolded protein response (XBP1); activation, % at 20 µM; CHO-XBP1 luciferase reporter, IRE1-XBP1 UPR activation, luminescence; percent of tunicamycin response, DMSO as zero; 330,000 tested, 0.33% active;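 active means versus positive control, 20 µM dose yields 30% or more activation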;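 further: 100% = tunicamycin at 10 µg/mL and 0% = DMSO only wells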
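Material – CHO cell line with stable XBP1 luciferase reporter · Buffer or medium – F12 plus 10% FBS · Compound – single point, 20 µM final compound, 1% DMSO · Schedule – 16-18 h cell attachment at 37 °C, then 6 h compound exposure · Signal – Steady-Glo luminescence read · Benchmarks – high control tunicamycin 10 µg/mL final, low control DMSO vehicle only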
APJ antagonist: antagonists of human APJ apelin receptor; CHO-K1 APJ beta-arrestin complementation, luminescence; 330,000 tested, 0.32% active; P35414; AID 2521; inhibition, % at 20 µM;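 active means inhibition above about 40% at 20 µM, limit read from the data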;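 further: cells challenged with 10 nM apelin-13 agonist together with compound; plate controls were apelin-13 plus DMSO wells for no effect and DMSO wells lacking apelin-13 for full effect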
Mdm2-MdmX inh: human Mdm2/MdmX binding inhibition; AID 485346; 330,000 tested, 3% active; SaOS-2 split-luciferase Mdm2/MdmX complementation, luminescence; inhibition, % at 8 µM; O15151+Q00987;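 active means inhibition of at least 50% at 8 µM in the primary screen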
Target sequence (O15151 whole entry, looked up): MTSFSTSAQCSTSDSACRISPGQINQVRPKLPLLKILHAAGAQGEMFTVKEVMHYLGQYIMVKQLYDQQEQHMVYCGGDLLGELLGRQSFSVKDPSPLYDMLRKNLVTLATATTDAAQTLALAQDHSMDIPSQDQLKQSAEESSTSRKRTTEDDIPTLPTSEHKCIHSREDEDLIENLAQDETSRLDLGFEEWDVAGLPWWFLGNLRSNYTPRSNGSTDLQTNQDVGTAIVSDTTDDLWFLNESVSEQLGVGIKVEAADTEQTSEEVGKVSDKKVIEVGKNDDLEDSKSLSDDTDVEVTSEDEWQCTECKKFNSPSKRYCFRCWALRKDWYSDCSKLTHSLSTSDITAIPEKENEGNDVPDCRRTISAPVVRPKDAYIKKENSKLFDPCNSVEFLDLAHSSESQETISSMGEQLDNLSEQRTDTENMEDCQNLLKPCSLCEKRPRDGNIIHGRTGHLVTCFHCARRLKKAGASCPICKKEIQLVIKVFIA
Target sequence (Q00987 whole entry, looked up): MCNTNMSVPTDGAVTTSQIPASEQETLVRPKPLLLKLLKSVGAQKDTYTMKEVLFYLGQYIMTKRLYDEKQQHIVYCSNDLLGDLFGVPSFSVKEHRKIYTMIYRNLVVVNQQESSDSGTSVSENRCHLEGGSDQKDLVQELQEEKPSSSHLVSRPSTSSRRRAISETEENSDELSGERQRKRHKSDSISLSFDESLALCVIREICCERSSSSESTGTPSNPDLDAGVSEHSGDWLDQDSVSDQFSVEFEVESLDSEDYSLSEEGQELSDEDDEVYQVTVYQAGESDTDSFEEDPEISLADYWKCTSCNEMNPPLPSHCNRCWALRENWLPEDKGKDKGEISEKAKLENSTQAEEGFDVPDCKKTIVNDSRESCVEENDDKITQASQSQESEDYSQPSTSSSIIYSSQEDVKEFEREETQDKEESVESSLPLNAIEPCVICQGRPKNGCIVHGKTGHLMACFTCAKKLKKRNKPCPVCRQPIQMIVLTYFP
UPR CHOP act: activators of apoptotic arm of unfolded protein response (CHOP). CHO-CHOP luciferase reporter, UPR activation, luminescence; percent of tunicamycin response over DMSO baseline. activation, % at 10 µM. 330,000 tested, 0.34% active;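 active means at 10 µM dose, activation of 40% or more, normalized to positive control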;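 further: 100% = tunicamycin at 10 µg/mL and 0% = DMSO alone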
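assay system = CHO CHOP reporter cells | amount = 500 CHO-CHOP cells per well | buffer or medium = F12 with 10% FBS | incubation = 16-18 h cell attachment, then 6 h compound exposure, 37 °C | detection = luminescence read with Steady-Glo | read-out = percent activation relative to tunicamycin control | controls = tunicamycin high control, DMSO low control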
Active calls of the source: *; / = no result given; & = joins results of further samples. Not a hit list; about 5% have a hit in one of these screens.

SMILES	Jurkat NFkB inh	697 NFkB inh	tim23-1 inh	APJ agonist	UPR XBP1 act	APJ antagonist	Mdm2-MdmX inh	UPR CHOP act
O=C(Nc1ccccc1)c1ccc(NCCc2ccccc2)c([N+](=O)[O-])c1	-23	-20	3	-2	-1	16	10	5.8
Cc1ccc(C(=O)N/C(=C\c2cccs2)C(=O)NCCCn2ccnc2)cc1C	-30	-15	13	-2	-5	10	8	-2.5
O=C(NCCN1CCCCC1)c1cc(COc2c(F)cccc2F)on1	-10	-5	0	-2	1	-12	-3	1.3
O=C(Nc1ccc(F)cc1)c1sccc1SCc1cccc(C(F)(F)F)c1	-11	-4	13	-2	-3	9	27	-1.0
CCOC(=O)c1[nH]c(C)c(C(=O)OCC(=O)N(Cc2ccccc2)C(C)C)c1C	2	11	33	-3	0	4	17	0.0
COC(=O)CSc1nc2c(c(-c3ccc(C)o3)c1C#N)CCCC2	16	9	25	-6	-1	18	16	0.4
Cc1ccc(Oc2nnc(-c3cccs3)c3ccccc23)cc1C	3	-13	42	-1	2	-17	39	1.1
CC1(C)CC(=S)Nc2ccccc2S1	3	12	21	-6	2	15	10	-0.2
CCc1sc(NS(C)(=O)=O)nc1-c1ccccc1	-1	2	10	2	0	15	15	-2.9
COc1ccc(C2CC(=O)c3cnc(N4CCc5ccccc54)nc3C2)c(OC)c1 (centres undefined)	21	7	-5	-2	-3	11	21	1.8
CC(C)c1ccc(C2C(C#N)=C(N)N3C(=C2C#N)Sc2ccccc23)cc1 (centres undefined)	-8	3	11	5	-7	-5	13	-1.5
COc1ccc(C(=O)CSc2n[nH]c(-c3ccncc3)n2)cc1[N+](=O)[O-]	4	13	2	-1	-3	-10	0	0.2

By substructure: the entries above with a carbonyl joined to an NH by a bond outside any ring (4)
SMILES	Jurkat NFkB inh	697 NFkB inh	tim23-1 inh	APJ agonist	UPR XBP1 act	APJ antagonist	Mdm2-MdmX inh	UPR CHOP act
O=C(Nc1ccccc1)c1ccc(NCCc2ccccc2)c([N+](=O)[O-])c1	-23	-20	3	-2	-1	16	10	5.8
Cc1ccc(C(=O)N/C(=C\c2cccs2)C(=O)NCCCn2ccnc2)cc1C	-30	-15	13	-2	-5	10	8	-2.5
O=C(NCCN1CCCCC1)c1cc(COc2c(F)cccc2F)on1	-10	-5	0	-2	1	-12	-3	1.3
O=C(Nc1ccc(F)cc1)c1sccc1SCc1cccc(C(F)(F)F)c1	-11	-4	13	-2	-3	9	27	-1.0

(listing goes on)
SMILES	Jurkat NFkB inh	697 NFkB inh	tim23-1 inh	APJ agonist	UPR XBP1 act	APJ antagonist	Mdm2-MdmX inh	UPR CHOP act
O=C(CSCc1c(Cl)cccc1Cl)NN=C1CCCC1	6	-1	13	-5	-2	8	1	-0.3
CCS(=O)(=O)N1CCCC(C(=O)NC2CCCCC2C)C1 (centres undefined)	8	14	9	-2	-1	-3	-7	0.1
O=C(Cc1ccccc1)NCc1cccnc1	-1	1	13	0	2	-20	1	-0.2
Cn1c(NC(=O)c2ccccc2F)cc(=O)n(C)c1=O	-10	-17	-1	5	3	-80	10	1.9
CNc1nnc(-c2ccc(N(C)C)cc2)s1	-103	-184	3	-1	-6	12	-14	-4.5
CN1CCc2c(c3c(n2C)CCN(C)C3c2ccc(F)cc2)C1c1ccc(F)cc1 (centres undefined)	-6	-11	12	-3	1	2	10	0.6
COc1ccc(NC(=O)c2cccc(NC(=O)c3ccco3)c2)c(OC)c1	-7	-10	-4	-4	2	-18	11	0.2
N/C(=N\OC(=O)Nc1ccccc1)c1ccno1	1	-6	8	-1	3	6	-8	3.0
Cc1ccccc1-c1nc(CN2CCC(C(=O)N3CCN(c4ccccn4)CC3)CC2)c(C)o1	5	7	14	-1	-1	17	15	-0.3
C=C1C2(C(=O)NCc3ccco3)CCC(C2)C1(C)C (centres undefined)	-1	28	5	-1	-1	18	21	2.4
OC(CN1C2=NCCCN2c2ccccc21)c1ccc(Br)cc1 (centres undefined)	-13	-31	1	-8	-1	14	27	-3.8
COc1ccc(OC)c(N/C=C/C(=O)c2ccccc2)c1	-12	-220	62*	-3	-12	0	58*	-11
Cc1ccc(CNC(=O)c2ccc(Cn3nc(C)cc3C)o2)cc1	7	0	2	-2	-4	-27	14	1.9
CC1(C)Cc2[nH]c3ccccc3c2C(C)(C)N1	-4	11	14	-6	-7	14	41	0.3
Cc1c(C)n(CCc2ccccc2)c2ncnc(NCCCN(C)C)c12	14	1	12	-4	1	-2	22	-0.9
Cc1ccc(S(=O)(=O)CCC(=O)NCc2ccccc2Cl)cc1	-7	18	10	-3	-3	-2	1	-0.2
CCc1ccccc1NC(=O)CN(c1ccc(OC)cc1OC)S(=O)(=O)c1ccccc1	-7	-12	36	-3	-3	16	19	3.2
O=C1/C(=C/c2ccccn2)SC(=S)N1c1ccc(O)cc1	-1	0	14	0	0	-2	1	2.8
CCC(C)NC(=O)CN1C(=O)c2cccc3cccc1c23 (centres undefined)	-2	5	17	-5	-4	2	-1	-0.4
C[C@@H]1COC(=O)[C@@H](CC(=O)OC(C)(C)C)C/C=C\C[C@@H](CC(=O)N[C@H](CO)Cc2ccccc2)C(=O)N1	12	15	-13	-1	-2	-2	19	0.1
Cc1ccc(Cl)cc1N1CCN(S(=O)(=O)c2cc3c(cc2C)NC(=O)CO3)CC1	14	8	24	-2	1	8	3	-0.5
COCCN(C(=O)c1snc(C(N)=O)c1N)C(C(=O)NC1CCCC1)c1cc(OC)c(OC)c(OC)c1 (centres undefined)	-9	6	-4	1	4	-2	17	0.3
CCn1cc(C(=O)Nc2cccc(NC(C)=O)c2)c2cc(OC)c(OC)cc2c1=O	8	-6	4	-2	2	1	10	-2.7
O=S(=O)(c1cccc(-c2n[nH]c(=S)n2Cc2ccccc2)c1)N1CCOCC1	-1	14	5	4	-2	-3	2	0.6
CN(Cc1ccc(OC(F)F)cc1)C(=O)c1ccc(S(=O)(=O)N(C)c2ccccc2)cc1	14	13	28	-1	-4	18	-6	-1.1
CO[C@@]12[C@H](COC(N)=O)C3=C(C(=O)C(C)=C(N)C3=O)N1C[C@@H]1N[C@@H]12	4	7	13	0	-5	-2	34	0.2
Cc1cc(OC(C(=O)O)c2ccccc2)c2c(C)c(Cc3ccccc3)c(=O)oc2c1 (centres undefined)	11	26	5	-4	-2	1	7	0.6
CCOC(=O)/C(C#N)=C\c1ccc2c(c1)OCO2	6	1	17	-2	0	-11	39	-0.6
COc1ccc(/C=N/n2c(-c3cc(C)[nH]n3)n[nH]c2=S)cc1OC	4	5	-6	4	2	-4	2	0.4
Nc1ncnc2c1ncn2[C@@H]1O[C@H](CNC(=O)[C@@H]2CCN2)[C@@H](O)[C@H]1O	/	11	30	/	2	/	7	1.1
COc1ccccc1N(CC(=O)N/N=C(\C)c1ccc(F)cc1)S(=O)(=O)c1ccccc1	5	10	11	-3	12	10	4	6.2
Cc1cc(-c2cn3ccccc3n2)c(C)n1-c1ccccc1	10	-27	13	-3	-2	-3	-21	1.2
O=C(OCc1cnc(Cl)s1)c1c(F)cccc1F	7	17	-11	-4	-3	15	21	-1.1
CCOC(=O)[C@H]1[C@H]2COc3cc(OC)ccc3[C@@H]2N2C(=O)N(c3cccc(F)c3)C(=O)[C@@]12C	-6	-4	39	-2	2	25	13	0.6
CCCn1c(SCc2nc(-c3cccs3)no2)nnc1-c1ccncc1	-4	2	6	2	-1	11	8	-1.8
Cc1ccc(S(=O)(=O)NCC2COc3ccccc3O2)cc1 (centres undefined)	-10	9	26	0	1	13	-15	2.3

Part of the list above, set out differently.
| structure | Jurkat NFkB inh | 697 NFkB inh | tim23-1 inh | APJ agonist | UPR XBP1 act | APJ antagonist | Mdm2-MdmX inh | UPR CHOP act |
| --- | --- | --- | --- | --- | --- | --- | --- | --- |
| CO[C@@]12[C@H](COC(N)=O)C3=C(C(=O)C(C)=C(N)C3=O)N1C[C@@H]1N[C@@H]12 | 4 | 7 | 13 | 0 | -5 | -2 | 34 | 0.2 |
| Cc1cc(OC(C(=O)O)c2ccccc2)c2c(C)c(Cc3ccccc3)c(=O)oc2c1 (centres undefined) | 11 | 26 | 5 | -4 | -2 | 1 | 7 | 0.6 |
| CCOC(=O)/C(C#N)=C\c1ccc2c(c1)OCO2 | 6 | 1 | 17 | -2 | 0 | -11 | 39 | -0.6 |
| COc1ccc(/C=N/n2c(-c3cc(C)[nH]n3)n[nH]c2=S)cc1OC | 4 | 5 | -6 | 4 | 2 | -4 | 2 | 0.4 |
| Nc1ncnc2c1ncn2[C@@H]1O[C@H](CNC(=O)[C@@H]2CCN2)[C@@H](O)[C@H]1O | / | 11 | 30 | / | 2 | / | 7 | 1.1 |
| COc1ccccc1N(CC(=O)N/N=C(\C)c1ccc(F)cc1)S(=O)(=O)c1ccccc1 | 5 | 10 | 11 | -3 | 12 | 10 | 4 | 6.2 |
| Cc1cc(-c2cn3ccccc3n2)c(C)n1-c1ccccc1 | 10 | -27 | 13 | -3 | -2 | -3 | -21 | 1.2 |

(list continues)
SMILES	Jurkat NFkB inh	697 NFkB inh	tim23-1 inh	APJ agonist	UPR XBP1 act	APJ antagonist	Mdm2-MdmX inh	UPR CHOP act
Cc1ccc(NCc2nnc3n2CCCCC3)c(C)c1	-3	25	11	-4	-5	11	-3	-0.2
Cc1ccc(-c2nnc(N3CCN(C(=O)c4ccco4)CC3)c3ccccc23)cc1	5	8	70*	2	-1	2	35	1.7
O=C(/C=C/c1ccc(Cl)cc1)Nc1ccc(S(=O)(=O)Nc2ncccn2)cc1	-2	-11	1	-3	0	-7	0	-0.3
COc1ccc(CCNC(=O)C2CCN(Cc3nc(-c4ccccc4C)oc3C)CC2)cc1OC	-3	-7	12	-2	0	-1	25	-2.3
Cc1ccc(-c2nc3ncccn3c2NC2CCCCC2)o1	13	-11	13	-3	2	-10	31	0.5
COc1cc(/C=N/NC(=O)CN2CCCCC2)ccc1OCc1ccccc1	-55	-19	-4	-3	5	13	-19	5.9
O=C(c1ccccc1)c1ccccc1C(=O)c1ccccc1	6&-15	9&7	25&13	-4&-5	-1&-3	1&2	-10&21	-1.3&0.3
O=C(c1ccc(Br)o1)N1CCN(Cc2ccccc2Cl)CC1	-2	-14	26	-3	1	-19	17	0.9
C=CCn1c(SCCN2C(=O)c3ccccc3C2=O)nc2scc(-c3ccccc3)c2c1=O	-8	-13	-6	-1	-1	11	11	-0.9
O=C(NC1CCCC1)c1cnn2c(C(F)(F)F)cc(-c3ccc4c(c3)OCO4)nc12	0	-26	6	-5	1	-1	62*	5.9
Cc1ccccc1N(C(=O)Cc1cccs1)C(C(=O)NCC1CCCO1)c1cccnc1 (centres undefined)	3	3	2	4	2	-1	-7	1.9
O=S(=O)(Nc1ccc(Cl)c(C(F)(F)F)c1)c1cnc[nH]1	17	13	22	7	0	5	24	-1.5
CC(=O)c1c[nH]c(C(=O)NCc2cccc(C(F)(F)F)c2)c1	-21	14	-12	-4	-1	-1	26	-1.1
O=C(c1ccco1)N(Cc1ccc([N+](=O)[O-])cc1)c1ccc(Br)cc1	2	9	33	-3	0	11	9	-2.0

Mdm2-MdmX inh, what is marked active above.
smiles | Jurkat NFkB inh | 697 NFkB inh | UPR XBP1 act | APJ antagonist | Mdm2-MdmX inh
COc1ccc(OC)c(N/C=C/C(=O)c2ccccc2)c1 | -12 | -220 | -12 | 0 | 58*
O=C(NC1CCCC1)c1cnn2c(C(F)(F)F)cc(-c3ccc4c(c3)OCO4)nc12 | 0 | -26 | 1 | -1 | 62*
